ERG-DNA inh: qHTS for Small Molecule Inhibitors of the ERG Ets/DNA interaction; Transcriptional regulator ERG (Homo sapiens), P11308; Potency, µM (doses to about 76.9 µM), inactives show top-dose FP activity, negative = inhibition, usual class: inhibitors; fluorescence polarization, His-ERG Ets domain / labelled DNA; 370,000 tested, 0.028% active; active = well fitted inhibition curve with a large enough effect in the polarisation, with a control signal flat; inconclusive = small, poorly fitted or top-dose-only effect, or effect the other way, or a change in a side signal; inactive = no such curve, though single readings can be large or run the other way; the % refers to the polarisation;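 also: polarization taken with two DNA probes labelled with fluorescein and Texas red; potency is read from the fitted curve at half-maximal effect; % of control where 0% means no effect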
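His-tagged ERG Ets domain (1 uM in the protein solution; 300mM KCl, 50mM Tris-HCl, 1mM EDTA, 1mM DTT, pH 7.5) received compound, then a probe mix of 5 nM fluorescein-DNA and 100nM Texas-615-DNA. Fluorescence polarization was read for both dyes.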
12-LOX inh: Primary qHTS assay for inhibitors of human arachidonate 12S-lipoxygenase (ALOX12): Round 2. purified 12hLO, xylenol orange hydroperoxide absorbance. Potency, µM (doses to about 108 µM), inactives show at the top dose activity change, negative = inhibition, usual class: inhibitors. 580,000 tested, 1.1% active; also: potency is read from the fitted curve at half-maximal effect; % is scaled to controls: 0 for no effect and ±100 for the full control effect
Target sequence (P18054 whole entry, looked up): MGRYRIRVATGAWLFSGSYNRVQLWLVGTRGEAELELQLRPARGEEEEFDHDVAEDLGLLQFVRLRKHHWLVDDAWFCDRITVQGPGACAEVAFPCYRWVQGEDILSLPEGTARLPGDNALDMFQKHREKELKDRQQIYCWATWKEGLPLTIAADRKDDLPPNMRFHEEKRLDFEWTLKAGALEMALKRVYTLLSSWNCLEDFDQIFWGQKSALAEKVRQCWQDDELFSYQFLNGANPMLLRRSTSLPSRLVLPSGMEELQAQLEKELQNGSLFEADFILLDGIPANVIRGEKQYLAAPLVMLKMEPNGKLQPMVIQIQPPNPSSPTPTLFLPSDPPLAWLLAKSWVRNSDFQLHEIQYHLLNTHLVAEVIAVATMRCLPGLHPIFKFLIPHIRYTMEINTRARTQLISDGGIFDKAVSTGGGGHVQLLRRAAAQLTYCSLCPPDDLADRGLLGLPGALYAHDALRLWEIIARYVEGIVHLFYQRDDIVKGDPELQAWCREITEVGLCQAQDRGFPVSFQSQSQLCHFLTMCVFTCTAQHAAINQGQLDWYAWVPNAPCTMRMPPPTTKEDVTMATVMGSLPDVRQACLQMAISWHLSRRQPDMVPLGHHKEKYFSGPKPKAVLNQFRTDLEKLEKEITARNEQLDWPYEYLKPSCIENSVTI
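Purified human 12hLO (150 nM final) in 25 mM Hepes, 0.01% Triton X-100, pH 7.0 was preincubated 15 min at room temperature with compound. Then 40 uM arachidonic acid was added, 30 min. Hydroperoxide was read by Fe-XO absorbance ratio 573/405 nm.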
LDHA block: qHTS assay for inhibitors of human lactate dehydrogenase; 480,000 tested, 0.15% active; purified LDHA, NADH/diaphorase-resazurin fluorescence; hits give low values; L-lactate dehydrogenase A chain (Homo sapiens), P00338; activity change, % (values are at about 110 or 230 µM); in the data active = activity change below about -30%; inconclusive = mostly about -25% to -30%;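 also: plate controls were DMSO wells for no effect and wells without enzyme for full effect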
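Enzyme activity of human lactate dehydrogenase 5 (2 nM; 0.06 mM NADH, 0.2 mM pyruvate, 5 min, RT) is measured via a resazurin/diaphorase fluorescence readout of residual NADH.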
APE1 inh: qHTS Assay for Inhibitors of the Human Apurinic/apyrimidinic Endonuclease 1 (APE1); recombinant APE1, TAMRA/BHQ-2 abasic DNA cleavage fluorescence; Potency, µM (doses to about 65.8 µM), without a hit: at the highest dose activity change, negative = inhibition, usual class: inhibitors; 350,000 tested, 0.35% active; AID 2517, 2012;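 also: potency is read from the fitted curve at half-maximal effect; plate controls were vehicle for no effect and reference inhibitor for full effect; nearly all actives have a fitted effect of over 55% in size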
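APE1 at 0.75 nM final was preincubated with compound 15 min at room temperature, then 50 nM double-stranded THF abasic-site substrate (5'-TAMRA/3'-BHQ-2) was added. Fluorescence (ex 525/em 598 nm) was read kinetically; third-minus-first read gave activity.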
Pol eta inh: qHTS for Inhibitors of Polymerase Eta | DNA polymerase eta (Homo sapiens), Q9Y253 | recombinant Pol eta, fluorescent DNA replication assay | Potency, µM (titrated, usually from 114 µM), for inactives: at the top dose activity change, negative = inhibition, actives largely listed as inhibitors | 390,000 tested, 1.2% active | AID 588591, 2011; also: potency is read from the fitted curve at half-maximal effect; % is scaled to controls: 0 for no effect and ±100 for the full control effect
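Pol eta (10 nM) was preincubated with compounds for 15 min at room temperature, after which fluorescent replication substrate (50 nM final) was added to start the reaction. Fluorescence was read kinetically at 0 and 10 min.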
Apoferritin bind: qHTS Assay for Identification of Novel General Anesthetics | Ferritin light chain (Equus caballus), P02791 | apoferritin/1-aminoanthracene competitive binding, fluorescence | Potency, µM (series often up to 77.5 µM), for the others: at the highest dose activity change, negative = displacement, usual class: inhibitors | 350,000 tested, 0.074% active | AID 485281, 2010; also: potency is read from the fitted curve at half-maximal effect; % is scaled to controls: 0 for no effect and ±100 for the full control effect; nearly all actives have a fitted effect of over 20% in size
Target sequence (P02791 2-175 limits assumed): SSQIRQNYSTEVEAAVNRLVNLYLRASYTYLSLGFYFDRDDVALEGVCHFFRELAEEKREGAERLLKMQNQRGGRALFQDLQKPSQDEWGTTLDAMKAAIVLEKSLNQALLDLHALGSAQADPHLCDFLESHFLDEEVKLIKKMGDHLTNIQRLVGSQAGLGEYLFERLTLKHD
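Probe: 1-aminoanthracene (50% saturated, PBS). Protein: horse-spleen apoferritin, 10 uM. Incubation: 10 min, room temperature. Detection: 380 nm excitation, 535 nm emission. Analysis: normalized response, four-parameter Hill.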
RGS4 inh: Inhibitors of Regulator of G Protein Signaling (RGS) 4: qHTS. 390,000 tested, 0.039% active. Regulator of G-protein signaling 4 (Homo sapiens), P49798. Potency, µM (doses to about 114 µM), for inactives: top-dose activity change, negative = inhibition, hits mostly inhibitors. Transcreener GDP fluorescence polarization, RGS4-accelerated GTP hydrolysis; also: potency is read from the fitted curve at half-maximal effect; % is scaled to controls: 0 for no effect and ±100 for the full control effect; nearly all actives have a fitted effect of over 75% in size; some results filed as inactive show a strong effect at the top dose
Target sequence (P49798 whole entry, looked up): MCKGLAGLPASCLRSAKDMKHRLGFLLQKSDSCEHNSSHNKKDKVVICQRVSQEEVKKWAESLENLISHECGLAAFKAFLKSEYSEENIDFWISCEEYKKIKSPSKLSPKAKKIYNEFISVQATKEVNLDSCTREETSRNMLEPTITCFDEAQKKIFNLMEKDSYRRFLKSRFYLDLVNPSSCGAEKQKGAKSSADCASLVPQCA
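MLSMR compounds (23 nl, pin-transferred) preincubated 10 min at room temperature with a 500nM (2x) first reagent, then RGS4 at 900nM (2x) plus Transcreener GDP mix added; fluorescence polarization (620/688 nm) read before and after 90 min at 30 °C.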
POLK inh: qHTS for Inhibitors of Polymerase Kappa. AID 588579, 2011. 400,000 tested, 0.53% active. Potency, µM (doses to about 107 µM), for the others: at the top dose activity, negative = inhibition, most hits filed as inhibitors. purified Pol kappa, fluorescent DNA synthesis assay, 10 min; also: potency is read from the fitted curve at half-maximal effect; % is scaled to controls: 0 for no effect and ±100 for the full control effect
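Fluorescent qHTS in 1536-well format: enzyme (10 nM) and compound sat 15 min at room temperature before 50 nM substrate (final) was added. Signal taken at 0 and 10 min; no-enzyme buffer wells were negative controls.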
Pol beta inh: qHTS Assay for Inhibitors of DNA Polymerase Beta | Pol beta primer extension/strand displacement, fluorescence kinetic | Potency, µM (titrated, usually from 114 µM), for inactives: top-dose activity change, negative = inhibition, usual class: inhibitors | 340,000 tested, 1.3% active | AID 485314, 2010; also: potency is read from the fitted curve at half-maximal effect; % is scaled to controls: 0 for no effect and ±100 for the full control effect
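Reaction started by 50 nM substrate onto compound-treated Pol beta (10 nM, 15 min preincubation, room temperature); plates read at 0 min and 10 min. Normalized concentration-effect data fitted by four-parameter Hill equation.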
Active calls of the source: *; & = joins results of further samples; [ ] = remark or other dose. Unless noted, calls follow the shape of the dose curve; as a rule, active = well fitted curve in the direction sought with a large enough effect; inconclusive = small, poorly fitted or top-dose-only effect, or another doubt; inactive = no such curve, though single readings can be large; an effect the other way counts as inactive or inconclusive. Only part of the results is shown; the hit share may differ from the screen's.

COc1ccc(/C=C2\SC(N)=NC2=O)cc1 was read as ERG-DNA inh 10%, 12-LOX inh -4%, LDHA block -3, APE1 inh 16%, Pol eta inh -14%, Apoferritin bind -5%, RGS4 inh -29%, POLK inh -14% and Pol beta inh 0%.
Screening CCCCCOCC1CC(C/C(C)=N/Nc2nc(-c3ccccc3)cs2)C(=O)O1 (centres undefined) returned ERG-DNA inh 8%, 12-LOX inh 0%, LDHA block -4, APE1 inh 1%, Pol eta inh inconclusive, Apoferritin bind inconclusive, RGS4 inh inconclusive, POLK inh 1% and Pol beta inh 3%.
CN(CC(=O)N1CCOCC1)S(=O)(=O)c1ccc2ccccc2c1 was read as ERG-DNA inh 22%, 12-LOX inh 21%, LDHA block -2, APE1 inh 17%, Pol eta inh -2%, Apoferritin bind -7%, RGS4 inh 36%, POLK inh 0% and Pol beta inh 3%.
Screening O=C(Nc1cc(Cl)ncn1)c1ccccc1 returned ERG-DNA inh -10%, 12-LOX inh 0%, LDHA block -10, Pol eta inh 1%, RGS4 inh -2% and POLK inh -6%.
For CC(Cc1ccccc1)NC(=O)c1cc2ccccc2o1 (centres undefined) the results were ERG-DNA inh -4%, 12-LOX inh -19%, LDHA block -7, APE1 inh 44%[activator], Pol eta inh -25%, Apoferritin bind -13%, RGS4 inh 11%, POLK inh 1% and Pol beta inh 0%.
`CCC(=O)N1CCc2cc(S(=O)(=O)CCC(=O)NCc3cccc(OC)c3)ccc21` gave ERG-DNA inh 0%&2%, 12-LOX inh 2%&-1%, LDHA block 2&-3, APE1 inh 19%, Pol eta inh -3%&-5%, Apoferritin bind -6%&63%, RGS4 inh -27%&13%, POLK inh 10%&-7% and Pol beta inh 0%&0%.
`Cc1cccc(N2CCN(C(=O)c3ccc(-n4cncn4)c([N+](=O)[O-])c3)CC2)c1C` gave ERG-DNA inh -1%, 12-LOX inh inactive, LDHA block -1, APE1 inh -8%, Pol eta inh -23%, Apoferritin bind -19%, RGS4 inh -6%, POLK inh -6% and Pol beta inh 18%.
`CC(C)(C)NC(=S)NC(=O)C12CC3CCC(CC(C3)C1)C2` gave 12-LOX inh 22µM*, LDHA block -6, APE1 inh 0%, Pol eta inh -6%, Apoferritin bind 7%, RGS4 inh -6%, POLK inh -10% and Pol beta inh -1%.
`COc1ccc(-c2cc(-c3ccc(OC)cc3)nc(-c3ccc4c(c3)NC(=O)CO4)c2)cc1` gave ERG-DNA inh -1%, 12-LOX inh 0%, LDHA block -1, APE1 inh -1%, Pol eta inh -12%, Apoferritin bind -9%, RGS4 inh -11%, POLK inh -6% and Pol beta inh 14%.
Screening O=C(CC(Sc1n[nH]c(-c2ccccc2)n1)c1ccccc1)NCc1ccccc1 (centres undefined) returned ERG-DNA inh 0%, 12-LOX inh -11%, LDHA block 1, APE1 inh 4%, Pol eta inh -10%, Apoferritin bind -10%, RGS4 inh -27%, POLK inh 6% and Pol beta inh 10%.
`CC(C)(C)NCC(O)COc1ccc(Br)cc1` (centres undefined) gave ERG-DNA inh 2%, 12-LOX inh inconclusive, LDHA block -5, APE1 inh 2%, Pol eta inh -22%, Apoferritin bind -8%, RGS4 inh 21%, POLK inh -10%[60.1 µM] and Pol beta inh 9%.
Screening CCOC(CNc1ncnc2c1cnn2C)OCC returned ERG-DNA inh 5%, 12-LOX inh 33%, LDHA block -7, APE1 inh 5%, Pol eta inh -5%, Apoferritin bind -4%, RGS4 inh -7%, POLK inh -5% and Pol beta inh 0%.
Screening O=c1[nH]c(CN2CCN(C/C=C/c3ccccc3)CC2)nc2ccccc12 returned ERG-DNA inh -4%, 12-LOX inh 17%, LDHA block 1, APE1 inh 3%, Pol eta inh 1%, Apoferritin bind 1%, RGS4 inh 3%, POLK inh -3% and Pol beta inh -24%.
O=C(O)CCNc1ccc(NCCC(=O)O)c2c1C(=O)c1ccccc1C2=O was read as ERG-DNA inh -15%, 12-LOX inh 20%, LDHA block 1, APE1 inh 6.7µM*, Pol eta inh 4.5µM*, Apoferritin bind -8%, RGS4 inh -126%, POLK inh 22µM* and Pol beta inh 13µM*.
Screening Cc1ccccc1OCCC(=O)NNC(=O)c1ccccc1F returned ERG-DNA inh 16%, 12-LOX inh 12%, LDHA block -3, APE1 inh -7%, Pol eta inh -6%, RGS4 inh 6% and POLK inh 3%.

Structural class: those above containing a halogen (3)
Screening O=C(Nc1cc(Cl)ncn1)c1ccccc1 returned ERG-DNA inh -10%, 12-LOX inh 0%, LDHA block -10, Pol eta inh 1%, RGS4 inh -2% and POLK inh -6%.
`CC(C)(C)NCC(O)COc1ccc(Br)cc1` (centres undefined) gave ERG-DNA inh 2%, 12-LOX inh inconclusive, LDHA block -5, APE1 inh 2%, Pol eta inh -22%, Apoferritin bind -8%, RGS4 inh 21%, POLK inh -10%[60.1 µM] and Pol beta inh 9%.
Screening Cc1ccccc1OCCC(=O)NNC(=O)c1ccccc1F returned ERG-DNA inh 16%, 12-LOX inh 12%, LDHA block -3, APE1 inh -7%, Pol eta inh -6%, RGS4 inh 6% and POLK inh 3%.

Following part
`CCc1ccc(N(CC(=O)NC(C)(C)CC)C(=O)CCC(=O)Nc2nccs2)cc1` gave ERG-DNA inh 14%, 12-LOX inh -25%, LDHA block 3, APE1 inh 5%, Pol eta inh -18%, Apoferritin bind 3%, RGS4 inh -32%, POLK inh 0% and Pol beta inh 2%.
Screening Cc1ccc(CCNC(=O)CCn2c(=O)c3cccn3c3ccc(F)cc32)cc1 returned ERG-DNA inh -5%&0%, 12-LOX inh -6%&-22%, LDHA block -16&-24, APE1 inh -3%, Pol eta inh -5%&0%, Apoferritin bind inconclusive, RGS4 inh 9%&-9%, POLK inh -5%&-15% and Pol beta inh -2%&33%.
`Cc1ccc2nc(Nc3ccc4[nH]c(=O)[nH]c4c3)c(-n3nc(C)cc3C)nc2c1` gave 12-LOX inh -15%, LDHA block -2, APE1 inh 1%, Pol eta inh -3%, Apoferritin bind -6%, RGS4 inh 18%, POLK inh -11% and Pol beta inh 3%.
CC(=O)/C=C1\N(C)c2ccc(C)cc2C1(C)C was read as ERG-DNA inh 65%[activator], 12-LOX inh 0%, LDHA block -2, APE1 inh 7%, Pol eta inh -3%, Apoferritin bind -8%, RGS4 inh 7%, POLK inh 0% and Pol beta inh 13%.
`N=c1c(C(=O)NC2CCCC2)cc2c(=O)n3ccccc3nc2n1CCCN1CCOCC1` gave ERG-DNA inh -4%, 12-LOX inh -24%, LDHA block -9, APE1 inh 77%[activator][12.4 µM], Pol eta inh -19%, Apoferritin bind 51%[activator], RGS4 inh -6%, POLK inh 4% and Pol beta inh 2%.
`Cn1c(=O)c2c(SCC(=O)NCC3CCCO3)nc(-c3cccc(F)c3)nc2n(C)c1=O` (centres undefined) gave ERG-DNA inh -9%, 12-LOX inh -8%, LDHA block -5, Pol eta inh 1%, Apoferritin bind -3%, RGS4 inh 14%, POLK inh -14%[60.1 µM] and Pol beta inh -27%.
Screening CCN(CC)S(=O)(=O)c1ccc2oc(Nc3ccc(OC)cc3)nc2c1 returned ERG-DNA inh 5%, 12-LOX inh -2%, LDHA block -5, APE1 inh -1%, Pol eta inh -16%, Apoferritin bind -12%, RGS4 inh -6%, POLK inh -18% and Pol beta inh 11%.
Screening COc1ccc(OC)c(N(CC(=O)Nc2ccc(NC(C)=O)cc2)S(C)(=O)=O)c1 returned 12-LOX inh -5%, LDHA block -2, APE1 inh -2%, Pol eta inh -2%, Apoferritin bind 0%, RGS4 inh -2%, POLK inh 1% and Pol beta inh -9%.
For CCC(=O)Nc1cccc(C(=O)OCc2cc(=O)n3nc(CC)sc3n2)c1 the results were ERG-DNA inh 1%, 12-LOX inh -15%, LDHA block 0, Pol eta inh -1%, Apoferritin bind 5%, RGS4 inh -5%, POLK inh -5%[60.1 µM] and Pol beta inh 0%.
Screening CC1CCCCC1NC(=O)/C(C#N)=C/C=C/c1ccccc1[N+](=O)[O-] (centres undefined) returned ERG-DNA inh -2%, 12-LOX inh 0%, LDHA block 1, APE1 inh -7%, Pol eta inh -19%, Apoferritin bind -20%, RGS4 inh 10%, POLK inh -7% and Pol beta inh 0%.
COCCN(Cc1ccccc1)C(=O)c1cc(-c2ccc(OC)c(OC)c2)nc2ccccc12 was read as ERG-DNA inh -4%, 12-LOX inh 0%&-11%, LDHA block -4&6, APE1 inh -19%, Pol eta inh -8%, Apoferritin bind -3%, RGS4 inh 0%, POLK inh -19% and Pol beta inh 8%.
